Screening data from PubChem BioAssay.
PAX8 reporter: inhibitors of PAX8-driven TPO luciferase reporter, primary screen, RMG-I cells, single concentration; AID 652154, 2013; SteadyGlo, 24 h; inhibition, % at 12.6 µM; 360,000 tested, 1.2% active;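 active means mean replicate inhibition at least 60% with every replicate also reaching 60%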;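 further: luciferase light reporting Pax8 driven TPO promoter activity; plate controls were median of neutral control wells for no effect and mitoxantrone controls for full effect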
LGR2 inh: inhibitors of bursicon-induced LGR2 CRE-luciferase signal, primary screen, cell-based, HEK293, CRE-luciferase reporter, bursicon stimulation; AID 720647, 2013; 380,000 tested, 0.35% active; inhibition, % at 9.99 µM; Drosophila bursicon receptor LGR2 (rickets); bursicon-stimulated, 4 h;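 active means drop in luminescence signal, shown as inhibition above about 50% in the replicate tests, limit read from the data, passing the limit was not always enough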;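 further: agonist challenge used bursicon conditioned medium at about half maximal strength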
EWS-Fli block: EWS/Fli-driven NR0B1 reporter inhibitors, primary screen, A673 cells, NR0B1 luciferase, luminescence, MLPCN library. viability-normalised. inhibition, % at 12.6 µM. 350,000 tested, 0.67% active;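 active means mean inhibition of at least 50% after viability correction, with every replicate also passing that limit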;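 further: firefly luciferase signal divided by Alamar Blue viability fluorescence both relative to DMSO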
FN deposition inh: inhibitors of fibronectin matrix deposition, primary screen, AH1F cells, Alexa488-fibronectin fluorescence, plate reader. AH1F fibroblasts, overnight. inhibition, % at 12.6 µM. 350,000 tested, 0.086% active;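 active means mean inhibition across replicates of 30% or more, regardless of how many single replicates reach that level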;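 further: positive control wells lacked labelled fibronectin entirely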
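Measured by – fluorescence 485/525 nm · System – AH1F fibroblast monolayer, labelled fibronectin deposition · Amount – 10000 cells per well · Buffer or medium – serum-reduced DMEM (2% serum) · Doses – single dose, pinned · Also added – fluorescent fibronectin at 24 nM final · Schedule – 1 h cell attachment, overnight exposure to compound and label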
S100A4 MyoIIA: inhibitors of S100A4-myosin IIA peptide binding, primary screen, biochemical, fluorescence polarization, TAMRA-MyoIIA peptide | Protein S100-A4 (Homo sapiens), P26447 | inhibition, % at 10.7 µM | 360,000 tested, 0.14% active;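 active means mean inhibition of at least 70% across replicates, with every replicate also reaching that level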
Target sequence (P26447 whole entry, looked up): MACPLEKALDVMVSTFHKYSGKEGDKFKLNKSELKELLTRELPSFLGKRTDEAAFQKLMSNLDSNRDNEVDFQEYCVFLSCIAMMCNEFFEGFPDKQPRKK
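Material: S100A4 monomer protein | Medium: HEPES pH 7.2 with CaCl2, KCl, NaCl, DTT, Triton | Reagent: Labelled myosin peptide probe, 5 nM | Doses: One dose per compound | Times: 5 min incubation before reading | Benchmarks: Neutral control DMSO, positive control TFP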
ERAP1 HTS inh: human ERAP1 aminopeptidase inhibitors, primary screen, biochemical, single point, plate reader. AID 652197, 2013. inhibition, % at 10.7 µM. 340,000 tested, 0.15% active. recombinant ERAP1, Leu-AMC fluorescence, 60 min. Endoplasmic reticulum aminopeptidase 1 (Homo sapiens), Q9NZ08;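 active means mean replicate inhibition of at least 30%, or all replicates individually reaching that 30% level; inactive means mean below 30% and not every replicate reaching it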;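 further: 0% = neutral control wells and 100% = L-leucinethiol positive control wells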
Target sequence (Q9NZ08 whole entry, looked up): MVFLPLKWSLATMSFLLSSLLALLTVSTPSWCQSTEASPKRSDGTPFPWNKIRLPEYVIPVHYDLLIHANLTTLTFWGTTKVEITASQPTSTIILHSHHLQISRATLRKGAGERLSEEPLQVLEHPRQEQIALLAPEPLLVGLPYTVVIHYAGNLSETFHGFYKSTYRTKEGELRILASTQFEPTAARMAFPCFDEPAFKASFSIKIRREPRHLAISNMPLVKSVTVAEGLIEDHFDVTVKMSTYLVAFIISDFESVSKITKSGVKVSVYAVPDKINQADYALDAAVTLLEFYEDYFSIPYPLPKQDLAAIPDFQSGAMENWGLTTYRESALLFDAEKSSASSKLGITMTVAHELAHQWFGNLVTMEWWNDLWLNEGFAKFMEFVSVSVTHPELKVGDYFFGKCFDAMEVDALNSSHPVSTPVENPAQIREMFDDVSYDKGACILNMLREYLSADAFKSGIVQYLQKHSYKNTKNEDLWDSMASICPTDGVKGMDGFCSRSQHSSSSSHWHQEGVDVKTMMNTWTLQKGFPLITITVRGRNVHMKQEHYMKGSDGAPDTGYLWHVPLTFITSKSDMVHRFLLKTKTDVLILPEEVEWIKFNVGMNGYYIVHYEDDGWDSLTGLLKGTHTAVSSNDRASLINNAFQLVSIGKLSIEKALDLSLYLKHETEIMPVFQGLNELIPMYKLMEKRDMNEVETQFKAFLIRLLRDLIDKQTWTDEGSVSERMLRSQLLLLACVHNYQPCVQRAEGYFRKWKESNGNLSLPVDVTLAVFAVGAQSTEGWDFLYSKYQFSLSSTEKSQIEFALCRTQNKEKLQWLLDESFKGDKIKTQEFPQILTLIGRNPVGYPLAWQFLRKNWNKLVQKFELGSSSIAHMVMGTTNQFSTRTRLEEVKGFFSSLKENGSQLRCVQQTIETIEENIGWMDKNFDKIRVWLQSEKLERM
PGC1a acetyl inh: inhibitors of PGC1a acetylation signal, primary screen, cell-based, U2OS, AlphaScreen, inhibitor mode; AlphaScreen anti-acetyl-lysine; with virally co-expressed GCN5 acetyltransferase; inhibition, % at 15.6 µM; 350,000 tested, 0.17% active;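 active means every replicate shows inhibition of at least 40%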;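 further: 0% = neutral control wells and 100% = positive control wells; some results beyond the cut were filed as inactive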
PglD DTNB: C. jejuni PglD acetyltransferase inhibitors, primary screen, biochemical, DTNB colorimetric, single point; 360,000 tested, 0.098% active; UDP-N-acetylbacillosamine N-acetyltransferase PglD (Campylobacter jejuni); AID 602405, 2012; inhibition, % at 12.5 µM; purified PglD enzyme, DTNB colorimetric CoA detection; in the data active means inhibition above about 16%, passing the limit was not always enough; further: strong numbers were not always called active
Active calls of the source: *; / = no result given. Not a hit list; overall some 2.1% were active at least once.

Below each SMILES: PAX8 reporter	LGR2 inh	EWS-Fli block	FN deposition inh	S100A4 MyoIIA	ERAP1 HTS inh	PGC1a acetyl inh	PglD DTNB
- CC(C)C(NC(=O)c1ccc(Cl)cc1Cl)C(=O)N1CCN(S(=O)(=O)c2ccccc2)CC1 (stereo not given)
  12	13	-6	-2	1	-2	1	/
- CC(=O)N1CCN(c2ccc(NC(=O)c3ccc4ccccc4c3)cc2)CC1
  -13	-43	-83	-4	-3	-1	/	2
- O=C(c1cnn(-c2ccccc2)c1)c1cc(F)ccc1O
  -46	-46	-35	0	0	1	0	2
- Clc1ccc(N2CCN(c3ccnc(Cl)n3)CC2)cc1
  -10	-6	2	2	-1	0	/	/
- CCOC(=O)NC(=O)C(=CNc1cccc(C)c1)C(=O)NC(=O)OCC
  0	9	-6	2	0	14	/	/
- COc1ccc(S(=O)(=O)N2CCCOC2CNC(=O)C(=O)NCCCn2ccnc2)cc1 (stereo not given)
  6	-4	-3	-5	-1	-3	-4	-2
- CCc1ccccc1NC(=O)C1CCCN(c2nn3c(=O)cc(C)nc3s2)C1 (stereo not given)
  15	6	1	-1	-1	-2	/	-2
- CN1[C@H](C(=O)NCC2CC2)[C@@H](CO)[C@@H]2Cn3c(ccc(-c4ccc(F)cc4)c3=O)[C@@H]21
  -11	4	-1	/	19	1	-12	1
- CN1CCN(S(=O)(=O)c2cccc(S(=O)(=O)c3ccc(Cl)cc3)c2)CC1
  /	0	/	1	/	/	-12	2
- CCC(=O)N1C[C@H](C)[C@H](OC)CN(C)C(=O)c2cc(NC(=O)NC3CCCC3)ccc2OC[C@H]1C
  -23	1	/	6	11	0	7	/
- CC(=O)c1ccc(N2CCN(C(=O)CCc3ccccc3)CC2)cc1
  30	-13	2	6	5	4	/	-4
- N#CC1(NC(=O)COC(=O)c2cc(=O)[nH]c3ccccc23)CCCCC1
  0	-9	0	-1	-3	0	5	-4
- OC(C#CCCN1CCCCC1)(c1ccccc1)C1CCCCC1 (stereo not given)
  -1	9	15	8	5	7	/	/
- CCOc1ccc(C(C)NC(=O)c2cccs2)cc1OCC (stereo not given)
  6	2	5	8	-2	/	6	4
- Cc1nc(SCC(=O)NC2CCCCC2C)nc(C)c1C (stereo not given)
  2	6	-3	-2	-2	1	-15	1
- CCC(=N\NC(=O)COc1ccccc1OC)/C(CC)=N/NC(=O)COc1ccccc1OC
  -5	-4	-7	6	-2	-1	5	-1
- CS(=O)(=O)c1cnc(-c2ccccc2)nc1-c1ccc(Cl)c(Cl)c1
  11	-1	2	-1	2	7	6	/
- O=C(Cn1cnc2c(NC(=O)OCc3ccccc3)ncnc21)NCCN1CCOCC1
  -7	12	5	12	-1	2	/	5
- Cc1ccc(NC(=O)CCl)cc1S(=O)(=O)N1CCCCCC1
  -24	6	29	-1	-9	-1	-14	/
- CCCOc1ccc2[nH]cc(C(=O)O)c(=O)c2c1
  /	-7	/	/	-1	3	-3	1
- CNC[C@@H]1OCCCC[C@H](C)Oc2ccc(NS(=O)(=O)c3ccc(F)cc3)cc2C(=O)N([C@@H](C)CO)C[C@H]1C
  -8	-12	1	-2	/	/	7	/
- N#C/C(C(=O)NCc1ccccc1)=C1/SC(Cc2ccc(Cl)cc2)C(=O)N1c1ccccc1 (stereo not given)
  -12	0	5	-5	-4	6	4	0
- NC(=O)c1ccc(-n2nnnc2SCC(=O)Nc2ccc(F)cc2)cc1
  -46	-2	2	-6	7	-3	3	-4
- Cc1cc(Nc2ccc(N3CCC(C)CC3)cc2)n2ncnc2n1
  /	4	-1	/	-28	0	4	1
- CCC(=O)Nc1ccc2c(c1)OC[C@H](C)N(C(=O)CN1CCOCC1)C[C@H](C)[C@@H](OC)CN(C)C2=O
  5	3	-1	13	2	-1	/	-4
- CCN(CC)S(=O)(=O)c1cccc(-c2nnc(SCC(=O)NC3CCCCCC3)n2N)c1
  12	/	/	2	/	/	-13	-2
- CC1CCc2c(sc3ncn(CC(=O)N4CCCCC4)c(=O)c23)C1 (stereo not given)
  -8	15	-6	-4	5	1	-13	14
- CC1(C(=O)NCC2CC2)CCN1C(=O)C1(c2ccccc2)CC1 (stereo not given)
  7	-5	7	-3	5	4	-2	1
- O=C(Nc1cccc(Cl)c1)N1CCN2C(=O)c3ccccc3C12c1ccccc1 (stereo not given)
  /	/	/	-1	-5	/	-22	1
- CCC(=C(c1ccccc1)c1ccc(OCCN(C)C)cc1)c1ccccc1
  -8	/	-4	-4	-12	1	-26	-1
- C[C@@H]1CN([C@H](C)CO)C(=O)CCCn2nncc2CO[C@@H]1CN(C)Cc1cccc(O)c1
  /	11	1	1	-3	1	-2	-1
- COCc1cn(CC[C@@H]2CC[C@H](NC(=O)Nc3ccc(Cl)cc3)[C@H](CO)O2)nn1
  -5	6	1	/	8	2	1	-1
- CCCN(CCC)C(=S)NC(=O)c1ccc(-c2ccccc2)cc1
  /	10	/	4	/	/	-4	-4
- Cc1ccc(NC(=O)C2CC(=O)N(c3ccc4c(c3)OCCO4)C2)cc1S(=O)(=O)N(C)C (stereo not given)
  /	13	4	-5	3	-2	-1	2
- C[C@H](CO)N1C[C@H](C)[C@@H](CN(C)Cc2ccccn2)Oc2ncc(C3=CCCCC3)cc2C1=O
  /	7	12	-18	/	/	-4	/
- CO[C@@H]1CN(C)C(=O)c2cc(NC(=O)C3CC3)ccc2OC[C@@H](C)N(C(=O)C2CCOCC2)C[C@H]1C
  1	-2	11	-1	11	4	-10	-1
- CCOC(=O)CSc1nc2ccccc2c(=O)[nH]1
  -16	5	2	2	-5	8	7	3
- CN(C)C(=O)c1nc2ccc(Cl)cn2c1CN1CCCC(OCc2ccccc2)C1 (stereo not given)
  2	-14	10	-4	-5	2	/	-11
- C[C@@H]1CN([C@@H](C)CO)C(=O)Cc2cc(NC(=O)C3CCCCC3)ccc2O[C@@H]1CN(C)S(=O)(=O)c1ccc(Cl)cc1
  /	-2	2	/	2	0	1	-2
- Cc1ccc(NC(=O)c2ccc(OC(=O)c3ccco3)cc2)cc1
  /	-68	-120	/	1	1	-8	2

Some values from the results shown.
PglD DTNB result of `CCc1ccccc1NC(=O)C1CCCN(c2nn3c(=O)cc(C)nc3s2)C1` (stereo not given) : -2
PAX8 reporter result of `CCC(=N\NC(=O)COc1ccccc1OC)/C(CC)=N/NC(=O)COc1ccccc1OC` : -5
ERAP1 HTS inh result of `CCC(=O)N1C[C@H](C)[C@H](OC)CN(C)C(=O)c2cc(NC(=O)NC3CCCC3)ccc2OC[C@H]1C` : 0

Additional results follow.
Below each SMILES: PAX8 reporter	LGR2 inh	EWS-Fli block	FN deposition inh	S100A4 MyoIIA	ERAP1 HTS inh	PGC1a acetyl inh	PglD DTNB
- COc1ccc2c3c(n(C)c2c1)[C@@H](CO)NCC31CCN(Cc2cc(-c3ccccc3)on2)CC1
  23	-18	-7	13	-2	-4	35	/
- Cc1sc2nc[nH]c(=O)c2c1-c1ccc(Cl)cc1
  -10	-11	9	1	-2	-1	10	-2
- CC(=O)c1nc2ccccc2n1Cc1ccccc1
  -7	-20	-10	10	-2	-2	15	-3
- COCc1cc(C)nc(OCC(=O)N/N=C/c2ccc(-c3cc([N+](=O)[O-])ccc3C)o2)c1C#N
  -5	/	/	-6	/	/	9	8
- Brc1ccc(OCCOc2cccc3cccnc23)cc1
  -28	-24	-27	2	-2	-1	/	/
- O=C(C[C@@H]1C/C=C/CC[C@@H](Cc2ccc(F)cc2)C(=O)O[C@H](c2ccccc2)CNC1=O)NCCO
  -2	11	-8	-9	-5	0	/	-4
- CCNc1nc(Cl)nc(NCCOc2ccc(C)cc2)n1
  1	-7	/	/	/	/	-11	3
- Cc1ccc(S(=O)(=O)Nc2ccc3c(c2)CC(=O)N([C@@H](C)CO)C[C@H](C)[C@H](CN(C)Cc2ccc(C(=O)O)cc2)O3)cc1
  -10	10	-4	/	/	/	14	/
- CCCN1C2CCCC1CC(NC(=O)NC13CC4CC(CC(C4)C1)C3)C2 (stereo not given)
  19	-8	9	-1	3	-2	11	3
- CCc1ccc(N(C(C)=O)c2nc(CCl)cs2)cc1
  -61	-3	-17	4	-3	1	1	/
- O=C(Nc1ccc(-n2cnnn2)cc1)c1cn2ccccc2n1
  -93	-32	-73	-7	2	-2	1	4
- COc1ccc(NC(=O)Nc2ccc3c(c2)C(=O)N([C@H](C)CO)C[C@H](C)[C@H](CN(C)C(=O)Nc2ccc(OC)cc2)O3)cc1
  18	-3	-1	/	1	-1	8	1
- Cc1nc(C(=O)NCCC(C)C)sc1C1(C)CC(c2ccccc2)=NO1 (stereo not given)
  15	21	1	3	1	-4	-6	-4
- COc1ccc(C(=O)Cc2ccccc2C(=O)O)cc1
  28	2	-14	/	-3	-3	/	/
- C[C@H]1CN([C@@H](C)CO)C(=O)c2cc(NS(=O)(=O)c3cccs3)ccc2O[C@H]1CN(C)S(=O)(=O)c1ccc(F)cc1
  /	6	-8	/	1	2	4	-4
- COC(=O)c1cnc(Nc2nc(CN)cs2)nc1C(F)(F)F
  -8	-3	-2	-3	1	2	12	0
- O=C1N(S(=O)(=O)c2ccccc2F)C(=O)C2(CCCC2)N1S(=O)(=O)c1ccccc1F
  12	/	/	12	/	/	2	4
- C[C@H]1CN([C@@H](C)CO)C(=O)c2cccc(NS(=O)(=O)c3ccc(Cl)cc3)c2O[C@H]1CN(C)Cc1ccc(Oc2ccccc2)cc1
  /	3	13	-25	0	-1	2	3
- N#Cc1c(-c2ccco2)ccn(Cc2cccc(F)c2)c1=O
  14	-17	0	-5	3	-4	5	3
- CNS(=O)(=O)c1cc(C(=O)OCC(=O)NC2CCCc3ccccc32)ccc1Cl (stereo not given)
  25	7	1	-1	0	6	5	7
- O=c1[nH]c(-c2ccccc2)cn1C1CCN(Cc2ccc(-c3nc4ccc(F)cc4nc3-c3ccccc3)cc2)CC1
  -16	-13	3	6	-7	-4	/	/
- O=C(C1CC1)N1CCc2cc(S(=O)(=O)NC3CCN(Cc4ccccc4)CC3)ccc21
  -7	/	/	0	/	/	4	3
- COc1ccc(S(=O)(=O)Nc2ccc(N3CCOCC3)cc2)cc1
  9	-8	3	-6	-4	-1	-12	4
- O=C(CN(C(=O)CCC(=O)Nc1ccccn1)c1ccccc1F)NCc1ccc2c(c1)OCO2
  -6	11	2	8	-5	2	/	-4
- Cc1nc(NCc2cccnc2)c2c3c(sc2n1)CC(C)CC3 (stereo not given)
  -44	-21	-1	/	0	0	/	/
- COCC(=O)Nc1ccc2c(c1)C(=O)N(C)C[C@@H](OC)[C@H](C)CN[C@H](C)CO2
  -11	-8	4	-12	/	/	3	0
- N#C[C@@H]1[C@H](c2ccc(-c3cccc(F)c3)cc2)[C@@H](CO)N1C(=O)CN1CCOCC1
  -23	7	11	10	34	-4	-2	-2
- Cc1ccc(C2=NS(=O)(=O)N(C)C(C(=O)Nc3cc(C)n(CC(=O)N4CCCCC4)n3)=C2)cc1
  6	19	6	-3	-1	1	8	0
- CN1CCN(C(=O)CN(c2ccccc2)S(=O)(=O)N(C)C)CC1
  -6	16	4	6	-6	-8	/	/
